# Source: PubChem (National Center for Advancing Translational Sciences (NCATS))
# Abeta rescue = A-beta toxicity reversal in yeast | 0.063% of 410,000 active | Potency, µM (titrated, usually from 46.1 µM), for inactives: at the highest dose growth rescue, most hits filed as activators | AID 1347071 | yeast expressing A-beta42, growth rescue, OD600, 48 h; response scale: 0% DMSO, 100% iron-clioquinol control; note: potency is the fitted concentration of half-maximal effect; nearly all actives have a fitted effect of over 55% in size
#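 Yeast A-beta toxicity model in growth medium with pinned compounds, 48 h at 30 C; growth read as absorbance at 600 nm. Normalized to FeCl3/clioquinol equimolar mix (positive) and DMSO (negative).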
# D3 ag = agonists of human D3 dopamine receptor. D3R DiscoveRx beta-arrestin cells, luminescence, 90 min. 0.58% of 410,000 active. max activation, %. AID 652048; in the data active = max activation above about 30%; note: 0% is about no effect; mostly tested at two doses, the higher about 12 µM
#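 Agonist mode: compounds and dopamine controls were applied to plated cells for 90 min at 37 degrees C after an overnight attachment at 1500 cells/well. Luminescent read-out followed 30 - 60 minutes at room temperature with DiscoveRx detection reagent.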
# TDP43 rescue = rescues yeast growth from TDP-43 toxicity | TDP-43 expressing yeast growth rescue, BacTiter-Glo, 24 h | 1.8% of 410,000 active | Potency, µM (series often up to 46.1 µM), for the others: top-dose growth rescue (activation), usual class: activators | AID 652104; note: potency is the fitted concentration of half-maximal effect; % of control where 0% means no effect; nearly all actives have a fitted effect of over 50% in size
#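 Cell-based yeast growth screen: TDP-43 expression induced in galactose, inoculum OD600=0.02 after raffinose pregrowth to mid-log. Read-out BacTiter-Glo luminescence at 24 hr, 30 deg C; inhibition of toxicity seen as signal increase.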
# aSyn yeast inh = rescues yeast growth from alpha-synuclein toxicity; Potency, µM (series often up to 46.1 µM), inactives show at the top dose growth rescue (activation), usual class: activators; Yeast expressing alpha-synuclein, growth rescue, BacTiter-Glo, 24 h; 0.14% of 370,000 active; note: potency is the fitted concentration of half-maximal effect; % of control where 0% means no effect; nearly all actives have a fitted effect of over 65% in size
#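 Rescue of yeast growth: cells expressing toxic alpha-synuclein, induced in galactose at OD600 0.02, incubated with compound 24 h at 30 C. ATP luminescence quantified growth; inhibitors of toxicity appear as activators.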
# FUS yeast rescue = suppressors of FUS proteinopathy in yeast; S. cerevisiae FUS-expressing, growth rescue, OD600, 24 h; Potency, µM (series often up to 76.6 µM), for inactives: top-dose growth rescue (activation), hits mostly activators; 0.24% of 390,000 active;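 note: potency is the fitted concentration of half-maximal effect; plate controls were DMSO vehicle for no effect and reference control for full effect; nearly all actives have a fitted effect of over 55% in size; some results filed as inactive show a strong effect at the top dose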
#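 Read-out: OD at 600 nm after 24hr at 30C, reporting rescue of FUS-induced yeast toxicity. Cells at OD 0.005 in galactose (2%) minimal medium; compounds tested in a dilution series; CP55940 titration from 92uM final as control.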
# EPAC2 ag = activates human EPAC2 exchange factor; Q8WZA2; EPAC2 activation, biochemical qHTS; response scale: 100% = 6.5 mM cAMP response; Potency, µM (titrated, usually from 154 µM), for inactives: at the highest dose activation, hits mostly activators; 0.079% of 360,000 active; AID 720711; note: potency is the fitted concentration of half-maximal effect; nearly all actives have a fitted effect of over 50% in size
# Target sequence (Q8WZA2 whole entry, looked up): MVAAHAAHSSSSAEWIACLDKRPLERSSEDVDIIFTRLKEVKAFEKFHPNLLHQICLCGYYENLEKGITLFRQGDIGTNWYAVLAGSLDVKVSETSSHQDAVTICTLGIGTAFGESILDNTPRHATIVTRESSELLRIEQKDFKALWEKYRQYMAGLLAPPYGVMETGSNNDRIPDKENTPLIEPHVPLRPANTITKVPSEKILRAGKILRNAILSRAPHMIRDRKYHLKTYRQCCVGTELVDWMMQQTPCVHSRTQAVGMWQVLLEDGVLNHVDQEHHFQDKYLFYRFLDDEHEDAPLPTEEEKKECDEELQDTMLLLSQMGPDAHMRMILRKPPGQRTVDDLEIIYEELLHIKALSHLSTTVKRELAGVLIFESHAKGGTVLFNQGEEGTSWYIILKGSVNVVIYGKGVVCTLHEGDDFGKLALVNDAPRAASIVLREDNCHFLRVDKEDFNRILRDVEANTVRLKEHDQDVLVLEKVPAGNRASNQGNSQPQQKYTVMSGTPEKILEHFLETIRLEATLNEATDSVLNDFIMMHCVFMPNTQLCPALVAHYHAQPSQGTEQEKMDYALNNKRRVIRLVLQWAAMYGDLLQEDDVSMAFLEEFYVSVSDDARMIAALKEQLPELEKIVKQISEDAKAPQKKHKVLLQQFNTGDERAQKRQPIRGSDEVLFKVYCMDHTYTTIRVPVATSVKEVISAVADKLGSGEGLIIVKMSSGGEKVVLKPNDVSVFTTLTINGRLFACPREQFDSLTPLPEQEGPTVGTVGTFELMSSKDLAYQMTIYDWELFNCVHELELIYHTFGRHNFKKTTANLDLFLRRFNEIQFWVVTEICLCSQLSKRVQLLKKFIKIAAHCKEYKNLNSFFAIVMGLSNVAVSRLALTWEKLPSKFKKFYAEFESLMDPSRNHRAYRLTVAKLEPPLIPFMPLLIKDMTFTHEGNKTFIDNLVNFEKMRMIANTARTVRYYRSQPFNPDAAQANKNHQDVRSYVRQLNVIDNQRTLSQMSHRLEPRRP
#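 EPAC2 (100 nM) mixed with Rap1B loaded with BODIPY-GDP (250 nM) plus 50 uM unlabeled GDP; compounds pinned in, 5 min RT, then read every 5 min for 30 min (ex 480, em 540 nm). Normalized to cAMP control.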
# EPAC2 antagonist = EPAC2 (human) antagonism; 0.18% of 360,000 active; Potency, µM (series often up to 114 µM), for the others: top-dose activity, negative = inhibition, actives largely listed as inhibitors; Q8WZA2; EPAC2 GEF exchange of Rap1B-BODIPY-GDP, fluorescence; note: potency is the fitted concentration of half-maximal effect; % is set by controls: 0 for no effect and ±100 for the full control effect; nearly all actives have a fitted effect of over 45% in size; many of its hits are not listed in these tables
# DRD3 antagonist = D3 dopamine receptor (human) antagonism | P35462 | max response, negative = inhibition, % | 2.5% of 360,000 active | AID 652054 | D3R cells, DiscoveRx beta-arrestin luminescence, antagonist mode; active compounds read low; in the data active = max response below about -50%; inconclusive = no clear call, values can overlap the other calls; note: % is set by controls: 0 for no effect and ±100 for the full control effect; mostly tested at two doses, the higher about 12 µM
#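 Cells expressing the human receptor were seeded at 1500 cells/well, incubated overnight at 37 degrees C in 5% CO2, then exposed to library compounds with dopamine controls for 90 minutes at 37 degrees C before luminescent detection.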
# * = called active by the depositor; ? = inconclusive; nt = not tested or not shown; [ ] = another dose, or the depositor's remark. Unless noted, calls come from the whole dose curve; as a rule, active = well fitted curve in the direction sought with a large enough effect; inconclusive = small, poorly fitted or top-dose-only effect, or another doubt; inactive = no such curve, though single readings can be large; an effect the other way counts as inactive or inconclusive.
# The first 6 compounds, to show the layout:
# Screens in order: Abeta rescue, D3 ag, TDP43 rescue, aSyn yeast inh, FUS yeast rescue, EPAC2 ag, EPAC2 antagonist, DRD3 antagonist
- CC(C)N(Cc1ccccc1)C(=O)c1nc(-c2ccc(Cl)cc2)n2c1CCCCC2
    -30%, -24, ?, nt, ?, nt, nt, nt
- c1ccc2c(c1)-c1nc3ccccc3cc1C2N1CCOCC1 (stereo not given)
    -18%, 1, ?, -18%, 1%, -2%, 0%, -6
- CC1(C(=O)NS(=O)(=O)c2cccs2)CCN1C(=O)Cc1ccc(Cl)cc1Cl (stereo not given)
    -1%, 0, 1%, ?, -4%, 0%, 6%, -15
- CCCn1c(C)cc(C(=O)CSc2nc3ccccc3c(=O)n2Cc2ccco2)c1C
    12%, 0, -11%, 19%, 55%, 1%, -12%, 2
- C=C(C)C(=O)Nc1cccc(C2=NOC3(C2)C[C@@H](C(N)=O)N(C(=O)/C(C)=C/C)C3)c1 (stereo not given in full)
    3%, -5, 2%, 2%, 31%, -3%, 11%, 3
- CCOC(=O)CSc1nc2c(c(=O)[nH]c(=O)n2C)n1CCc1ccccc1
    -5%, 10, 15%, -1%, -23%, 4%, 5%, 15

# Results (from the top)
# Screens in order: Abeta rescue, D3 ag, TDP43 rescue, aSyn yeast inh, FUS yeast rescue, EPAC2 ag, EPAC2 antagonist, DRD3 antagonist
- CC(C)N(Cc1ccccc1)C(=O)c1nc(-c2ccc(Cl)cc2)n2c1CCCCC2
    -30%, -24, ?, nt, ?, nt, nt, nt
- c1ccc2c(c1)-c1nc3ccccc3cc1C2N1CCOCC1 (stereo not given)
    -18%, 1, ?, -18%, 1%, -2%, 0%, -6
- CC1(C(=O)NS(=O)(=O)c2cccs2)CCN1C(=O)Cc1ccc(Cl)cc1Cl (stereo not given)
    -1%, 0, 1%, ?, -4%, 0%, 6%, -15
- CCCn1c(C)cc(C(=O)CSc2nc3ccccc3c(=O)n2Cc2ccco2)c1C
    12%, 0, -11%, 19%, 55%, 1%, -12%, 2
- C=C(C)C(=O)Nc1cccc(C2=NOC3(C2)C[C@@H](C(N)=O)N(C(=O)/C(C)=C/C)C3)c1 (stereo not given in full)
    3%, -5, 2%, 2%, 31%, -3%, 11%, 3
- CCOC(=O)CSc1nc2c(c(=O)[nH]c(=O)n2C)n1CCc1ccccc1
    -5%, 10, 15%, -1%, -23%, 4%, 5%, 15
- CCCCNC(=O)c1nc(C2CCN(S(=O)(=O)c3ccccc3C(F)(F)F)CC2)oc1-c1ccccc1
    -11%, 7, 17%, -4%, 14%, 3%, -7%, -3
- O=C(c1ccc(S(=O)(=O)N2CCCC2)cc1)N1CCN(S(=O)(=O)c2cccc(F)c2)CC1
    1%, 0, -3%, 3%, 4%, -6%, 2%, 0
- COc1ccc(-n2nc(C(=O)NCc3ccc(F)cc3Cl)c3c4ccccc4n(C)c3c2=O)cc1Cl
    -5%, -9, 3%, nt, -17%, nt, nt, nt
- CCOC(=O)c1cc2c(=O)n3ccccc3nc2n(Cc2ccco2)c1=NC(=O)c1ccc(Br)cc1
    -20%, 9, 23%, 17%, ?, nt, nt, nt
- Cc1cc(Cl)ccc1-c1nc(NCc2ccccc2)nc2ccsc12
    21%, -11, ?, 24%, 20%, 9%, -3%, -27
- CCOc1ccccc1N1CC(c2nc3ccccc3n2CCCOc2ccc(OC)cc2)CC1=O (stereo not given)
    -5%, 5, 15%, nt, -26%, nt, nt, nt
- FC(F)(F)c1cccc(Cn2nnnc2-c2ccc(Cl)cc2)c1
    -14%, -1, 5%, 10%, 29%, 9%, -7%, -21
- CCOC1=C2[C@@H](CN(S(=O)(=O)c3ccc(C)cc3)[C@H]2c2ccccc2F)[C@H]2C(=O)N(c3ccccc3)C(=O)[C@H]2C1
    1%, -5, 21%, -2%, -3%, 8%, 7%, -17
- COc1cc(C)nc(Oc2ccc(=O)n(C)n2)n1
    11%, -3, -10%, -2%, nt, 10%, 1%, 35
- COc1ccc(/C=C2/C(=N)N3N=C(CC(=O)N4CCCC4)SC3=NC2=O)cc1
    -4%, -2, -15%, -7%, 24%, 4%, -2%, 0
- CN(C(=O)c1ccc2c(c1)N(Cc1ccc(F)cc1)C(=O)c1ccccc1S2(=O)=O)C1CCCCC1
    -8%, -7, 16%, nt, ?, nt, nt, nt
- O=C(Nc1ccc2c(c1)OCO2)c1cccc(F)c1
    6%, 1, 1%, -9%, -1%, 3%, 5%, 18
- Cc1cc(=O)[nH]c(Cc2ccc(OC(C)C)cc2)n1
    9%, 7, -13%, -3%, -6%, -3%, -3%, 5
- Cc1ccc2oc(-c3ccc(C)c(NC(=S)NC(=O)c4cccs4)c3)nc2c1
    11%, 15, 19%, 0%, 20%, -4%, -10%, 23
- O=C(COC(=O)C12CC3CC(CC(C3)C1)C2)NCCCc1ccccc1
    ?, 4, 0%, 7%, 40%, 1%, -9%, -7
- Cc1cc(C(=O)OCC(=O)N(C)c2ccccc2)ccc1[N+](=O)[O-]
    3%, -9, 15%, 9%, 2%, -4%, 5%, -9
- C=CCn1c(C)nnc1SCC(=O)Nc1nc(C)c(C(=O)N(C)C)s1
    -5%, -6, 0%, -4%, -3%, 6%, 5%, 3
- Cc1ccc(C(=O)O)cc1-c1ccc(/C=C2/NC(=O)N(c3ccccc3)C2=O)o1
    4%, 3, 30%, ?, nt, -2%, -3%, -5
- CC(C)CN1CCN(Cc2cc3ccccc3[nH]2)CC1CCO (stereo not given)
    -2%, -16, 0%, 0%, 5%, 2%, 7%, -6
- c1ccc2c(c1)oc1c(NCc3ccc4c(c3)OCO4)ncnc12
    ?, 6, 20%, 2%, 0%, -12%, -1%[57.1 µM], 3
- COc1ccc(CCC(C)NCc2ccc(Cl)c(Cl)c2)cc1 (stereo not given)
    11%, -17, -2%, 6%, -15%, 18%, -5%, -55*
- CNC(=S)N(Cc1cccs1)Cc1cc2cc(OC)c(OC)cc2[nH]c1=O
    -3%, 2, -11%, 2%, 39%, 15%, -4%, -22
- CC(C)c1ccccc1NC(=O)CCc1nc2ccccc2s1
    12%, -6, 27%, -2%, nt, 8%, -4%, -13
- CC1(C)CC(=O)C(C(c2ccc3c(c2)OCO3)C2C(=O)CC(C)(C)CC2=O)C(=O)C1
    0%, -2, ?, 3%, -11%, 2%, 5%, 16
- CC(=O)Nc1ccccc1OCc1cc(=O)n2c(C)csc2n1
    3%, 1, 13%, nt, -26%, nt, nt, nt
- CCOc1ccccc1CN1CCN(Cc2cc3ccccc3[nH]2)CC1CCO (stereo not given)
    -4%, -13, -6%, 2%, 10%, 10%, -6%, ?
- CCOC(=O)Cn1cnc2c(cnn2-c2ccccc2)c1=O
    0%, 0, 0%, -5%, -16%, 0%, -14%, 17
- CCCCNC(=O)/C=C/c1ccc(OC)c(Br)c1
    -3%, -6, 16%, 20%, -12%, 17%, -3%, -21
- COc1ccccc1NS(=O)(=O)c1cccc(NC(=O)Nc2ccc(Cl)cc2)c1
    -7%, -5, -7%[9.22 µM], 0%, 7%, 15%, -17%, -15
- O=C(O)c1cccc(-n2cccc2/C=C2/NC(=O)N(Cc3ccccc3F)C2=O)c1
    -13%, -11, 0%, -5%, 4%, 11%, -2%, -19
- c1ccc(-n2cnc3ccccc32)cc1
    5%, 1, 12%, 3%, -1%, 0%, -3%, -3
- COc1ccc(OC)c(-n2c(-c3ccn[nH]3)n[nH]c2=S)c1
    5%, 12, -7%, 2%, 0%, 12%, 2%, 0
- COc1ccccc1CNC(=O)C(C)n1c(=O)cc(C(F)(F)F)c2c(C)nn(C)c21 (stereo not given)
    -7%, -11, 0%, nt, -14%, nt, nt, nt
- CC(Sc1ccccc1)C(=O)Nc1ccc(S(=O)(=O)N2CCOCC2)cc1 (stereo not given)
    17%, -8, -10%, -7%, 9%, 4%, -7%, -5
- CCOC(=O)c1c(C)[nH]c(C(=O)OCc2csc(CC(=O)Nc3ccccc3C)n2)c1C
    5%, 36*, 13%, 6%, 10%, -5%, 21%, 8
- Cc1ccc[n+](C(C)C(=O)Nc2ccc(C)c([N+](=O)[O-])c2)c1 (stereo not given)
    12%, -11, 15%, 3%, 6%, 0%, -3%, -70*
- CC(C)n1cc(/C=N/NC(=O)COc2cccc3cccnc23)c2ccccc21
    10%, 34*, 15%, -1%, 40%, 14%, -7%, 16
- C=CCn1c(SCC(=O)Nc2ccc(OC)cc2)nc2ccccc2c1=O
    -11%, 5, -20%, 5%, -14%, -9%, 15%, 7
- Cc1ccc(S(=O)(=O)N2CCOCC2)cc1NC(=O)c1cc2ccccc2oc1=O
    -3%, -2, 0%, -5%, -1%, 8%, 14%, -9
- COc1ccc(OCc2nc3ccccc3n2C(C)c2ccccc2)cc1 (stereo not given)
    ?, -1, 13µM*, nt, 41%, nt, nt, nt
- CCOC(=O)CSc1nn(-c2ccccc2)c(=S)s1
    -14%, -4, -14%, -5%, 7%, 16%, -13%, -20
- C/C(=N\NC(=O)c1ccc(C)cc1C)c1ccc2c(c1)Nc1ccccc1S2
    3%, 4, 11%, 9%, 25%, -11%, 16%, -5
- O=C(CCCc1ccccc1)Nc1nnc(C(F)(F)F)s1
    ?, -2, 12%, 5%, -9%, -5%, -4%, 3
- CN(C)CCCNC(=O)/C(=C\C=C\c1ccccc1)NC(=O)c1ccc([N+](=O)[O-])cc1
    -11%, -2, 2%, 2%, 16%, 2%, 1%, 1
- Cc1ccc(S(=O)(=O)N2CCN(C(=O)CN3CCCCC3)C2C(C)C)cc1 (stereo not given)
    12%, 3, -14%, 0%, 23%, 0%, 5%, 15
- CCOC(=O)Cn1nc(C)c(NC(=O)COc2cccc(Cl)c2)c1C
    -19%, -7, -34%[inhibitor], -3%, 14%, 2%, 43%[activator], -7
- O=S(=O)(c1ccc(S(=O)(=O)N(Cc2ccccc2)Cc2ccco2)cc1)N1CCCC1
    7%, 0, -22%, -3%, 33%, -5%, 13%, 8

# Only part of the results is shown (hit frequency here may not be typical).
